Assay outcomes from PubChem.
ASM inhibitor: Inhibitors of Secretory Acid Sphingomyelinase (S-ASM): qHTS; Potency, µM (doses to about 57.5 µM), for inactives: at the highest dose activity change, negative = inhibition, hits mostly inhibitors; 0.006% of 340,000 active; placental ASM, HMU-PC fluorogenic substrate, 60 min; note: potency is the fitted concentration of half-maximal effect
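Human placenta-derived ASM preincubated with compound 10 min at room temperature, then reacted with 9 uM (final) fluorogenic HMU-PC substrate for 60 min at 37 C. Stop solution raises pH to 10; fluorescence read at Ex 386/Em 447 nm.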
USP2a inh: qHTS Assay for Inhibitors of Ubiquitin-specific Protease USP2a Using CHOP2 as the Reporter; USP2 core, Ub-CHOP2 coupled fluorogenic reporter, 485/531; Potency, µM (top dose mostly 38.3 µM), inactives show at the top dose activity change, negative = inhibition, actives largely listed as inhibitors; 0.01% of 330,000 active; AID 463254, 2010;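 note: potency is the fitted concentration of half-maximal effect; plate controls were DMSO wells for no effect and full inhibition by NEM control for full effect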
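Deubiquitinase activity read as fluorescence (485/531 nm) after Ub-CHOP2 cleavage activates the enterokinase reporter on its substrate; USP2 core 10nM, Ub-CHOP2 and substrate 25nM each, 30min compound preincubation then 60min RT; data normalized to NEM, curves fitted.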
p53 reactivator: qHTS assay for re-activators of p53 using a Luc reporter | 0.063% of 320,000 active | Potency, µM (series often up to 92.2 µM), for inactives: at the highest dose activity change, positive = activation, most hits filed as activators | H1299 p53-A138V BP100-luciferase reporter, luminescence, 24 h; note: potency is the fitted concentration of half-maximal effect; % of control where 0% means no effect; nearly all actives have a fitted effect of over 45% in size
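H1299 (p53-null), stable ts p53-A138V + BP100-Luc; 1000 cells/well, Opti-MEM/10% FBS; cpd 4 pt, 1:5; 24 h, 37 deg C, 5% CO2; detection reagent 10 min RT; luminescence.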
BRCA1 expr act: qHTS Assay to Identify Small Molecule Activators of BRCA1 Expression; 1.1% of 380,000 active; Potency, µM (series often up to 46.1 µM), without a hit: at the highest dose activation, actives largely listed as activators; MCF7-BRCA1-FFLuc reporter, luminescence, 48 h; response scale: scaled: vehicle 0%, 10 µM genistein 100%; AID 624202, 2012; note: potency is the fitted concentration of half-maximal effect; nearly all actives have a fitted effect of over 80% in size; some results filed as inactive show a strong effect at the top dose
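MCF7 cells carrying a BRCA1-firefly luciferase reporter (2000 cells/well, phenol-red free MEM) were attached for 2 h at 37 °C, then given compounds for 48 h. Luminescence was read 15 min after luciferase reagent; activity normalized to genistein (10 microM) and DMSO.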
TRPV1 agonist: HTS Assay for Compounds that Act as Agonists of the Vanilloid Receptor 1; Transient receptor potential cation channel subfamily V member 1 (Homo sapiens), Q8NER1; TRPV1-expressing cells, Fluo-8 calcium influx, agonist mode; activation, % at 8.33 µM; 0.19% of 320,000 active; in the data active = activation above about 80%; inconclusive = between about 30% and that limit; note: 0% is about no effect
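TRPV1-expressing cells were cultured overnight at 35.5C and loaded with Fluo-8 calcium dye for 40 to 90 min at room temperature. After a 10 s baseline, compound was added and calcium influx was read kinetically for 3 min (ex 480/em 520 nm).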
a7 integrin act: qHTS for Activators of Integrin-Mediated Alleviation for Muscular Dystrophy; alpha7betagal myoblasts, beta-gal FDG fluorescence, 48 h; Potency, µM (top dose mostly 38.3 µM), for inactives: top-dose activation, hits mostly activators; 0.064% of 350,000 active;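 note: potency is the fitted concentration of half-maximal effect; 100% = response of the positive control SU9516; nearly all actives have a fitted effect of over 60% in size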
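Alpha7betagal+/- myoblasts (passage 13) were plated 16-24 hr, then exposed to compounds (1:260 dilution of DMSO stock) for 48 hours at 37C. After MPER lysis, β-galactosidase reporter activity was read as FDG fluorescence (ex 480/em 540) after 30 minutes.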
ELG1 genotoxic: qHTS screen for small molecules that induce genotoxicity in human embryonic kidney (HEK293T) cells expressing luciferase-tagged ELG1; HEK293T ELG1-luciferase reporter, luminescence, 16 h; Potency, µM (highest dose often 46 µM), without a hit: top-dose activity change, positive = activation, hits mostly activators; 1.3% of 330,000 active; AID 504466, 2011; note: potency is the fitted concentration of half-maximal effect; % of control where 0% means no effect; nearly all actives have a fitted effect of over 60% in size
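HEK293T cells expressing luciferase-tagged ELG1 were treated with compound or DMSO for 16 hr at 37°C. Luciferase activity was then read after 30 min with ONE-Glo at room temperature; rising signal flags genetic stress.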
Eya2 phos inh: qHTS Assay for Inhibitors of the Phosphatase Activity of Eya2 | Protein phosphatase EYA2 (Homo sapiens), O00167 | recombinant Eya2, OMFP fluorescence dephosphorylation (OMFP is methylfluorescein phosphate) | Potency, µM (doses to about 76.9 µM), for inactives: at the top dose activity, negative = inhibition, hits mostly inhibitors | 0.006% of 330,000 active | AID 488837, 2010; note: potency is the fitted concentration of half-maximal effect; % is set by controls: 0 for no effect and ±100 for the full control effect
Target sequence (O00167 whole entry, looked up): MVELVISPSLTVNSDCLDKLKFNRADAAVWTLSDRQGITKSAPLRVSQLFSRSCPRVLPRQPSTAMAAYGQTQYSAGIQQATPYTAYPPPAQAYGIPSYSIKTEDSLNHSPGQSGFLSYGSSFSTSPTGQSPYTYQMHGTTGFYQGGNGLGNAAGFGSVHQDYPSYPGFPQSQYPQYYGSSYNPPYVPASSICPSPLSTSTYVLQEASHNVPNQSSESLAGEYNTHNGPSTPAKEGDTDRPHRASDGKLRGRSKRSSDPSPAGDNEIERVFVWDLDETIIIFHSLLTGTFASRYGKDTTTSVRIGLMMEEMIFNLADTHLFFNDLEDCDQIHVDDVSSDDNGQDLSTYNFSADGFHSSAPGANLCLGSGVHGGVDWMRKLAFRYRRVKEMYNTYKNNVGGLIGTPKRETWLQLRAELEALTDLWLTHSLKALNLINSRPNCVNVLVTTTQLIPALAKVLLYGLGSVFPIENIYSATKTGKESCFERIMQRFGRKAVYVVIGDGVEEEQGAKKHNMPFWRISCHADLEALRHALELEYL
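Eya2 protein (added as 0.2 uM solution) was preincubated with compound for 10 min at ambient temperature in 50 mM HEPES pH 7.5, 50 mM NaCl, 5 uM MgCl2, 0.05% BSA, 1 mM DTT. OMFP (added at 50 uM) then reacted 10 min; fluorescence read at 485/525 nm.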
TSG101-PTAP inh: qHTS Assay for Iinhibitors of HIV-1 Budding by Blocking the Interaction of PTAP/TSG101. Tumor susceptibility gene 101 protein (Homo sapiens), Q99816. Fluorescence polarization, FITC-PTAP peptide / Tsg101 binding. Potency, µM (doses to about 115 µM), inactives show top-dose activity change, negative = inhibition, actives largely listed as inhibitors. 340,000 tested, under 10 active; active = well fitted inhibition curve with a large enough effect in the main read-out, with a control signal flat, not every such curve was filed as active; inconclusive = small, poorly fitted or top-dose-only effect, or effect the other way, or a change in a side signal; inactive = no such curve, though single readings can be large or run the other way; note: potency is the fitted concentration of half-maximal effect; % of control where 0% means no effect
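FP read-out: FITC-PTAP peptide, 50 nM final, binding Tsg101 binding domain, 10 uM final; 20 min, r.t.; 10 mM HEPES pH 7.5, 0.15 M NaCl, 0.01% Tween 20, 3 mM EDTA, 0.1 mM TCEP.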
B2AR arrestin: qHTS assay of beta-arrestin-biased ligands of beta2-adrenergic receptor. beta-arrestin recruitment to beta2AR, cell-based reporter. Potency, µM (doses to about 46.1 µM), for the others: at the top dose activation, usual class: activators. 0.02% of 330,000 active;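 note: potency is the fitted concentration of half-maximal effect; 0% = DMSO controls and full agonism = EC100 isoproterenol or metaproterenol; nearly all actives have a fitted effect of over 65% in size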
Target sequence (P07550 whole entry, looked up): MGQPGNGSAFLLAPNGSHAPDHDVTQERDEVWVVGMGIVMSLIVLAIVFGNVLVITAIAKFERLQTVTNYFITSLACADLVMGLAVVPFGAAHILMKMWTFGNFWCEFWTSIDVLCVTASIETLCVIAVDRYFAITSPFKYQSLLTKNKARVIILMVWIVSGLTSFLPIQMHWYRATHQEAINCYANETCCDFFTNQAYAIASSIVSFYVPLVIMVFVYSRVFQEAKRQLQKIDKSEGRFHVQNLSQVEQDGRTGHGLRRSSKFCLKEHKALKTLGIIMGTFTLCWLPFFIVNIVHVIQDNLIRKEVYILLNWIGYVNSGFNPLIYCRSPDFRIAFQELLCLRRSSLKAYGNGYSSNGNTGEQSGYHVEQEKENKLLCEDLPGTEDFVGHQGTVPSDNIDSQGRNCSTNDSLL
uPA surface inh: qHTS for Inhibitors of Cell Surface uPA Generation; cell surface uPA generation assay, qHTS; 0.31% of 330,000 active; Potency, µM (top dose mostly 38.3 µM), for the others: at the top dose activity change, negative = inhibition, most hits filed as inhibitors; active = well fitted inhibition curve with a large enough effect; inconclusive = small, poorly fitted or top-dose-only effect; inactive = no such curve, though single readings can be large or run the other way; tested in mouse RAW 264.7 cells; note: potency is the fitted concentration of half-maximal effect; % is set by controls: 0 for no effect and ±100 for the full control effect; nearly all actives have a fitted effect of over 55% in size
An asterisk follows results filed as active; u = inconclusive; x = no result given; [ ] = dose if it differs, or a comment. Unless noted, calls come from the whole dose curve; as a rule, active = well fitted curve in the direction sought with a large enough effect; inconclusive = small, poorly fitted or top-dose-only effect, or another doubt; inactive = no such curve, though single readings can be large; an effect the other way counts as inactive or inconclusive.

No.	Molecule	p53 reactivator	a7 integrin act	TRPV1 agonist	BRCA1 expr act	Eya2 phos inh	USP2a inh
1	Nn1cc(-c2ccccc2)nc1SCC(=O)N1CCN(S(=O)(=O)c2ccc3ccccc3c2)CC1	5.4%	-30.2%	-2.1	-47.8%	0.1%	4.1%
2	CC(C)CC(NS(=O)(=O)c1ccc2c(c1)oc(=O)n2C)C(=O)NCc1cccnc1 (stereo unspecified)	4.9%	-6.9%	-1.6	3.0%	-2.8%	-4.1%
3	CCC1=NN(C(=O)COc2ccccc2C)C(O)(c2ccncc2)C1 (stereo unspecified)	0.0%	9.3%	-2.1	6.9%	-5.2%	-1.8%
4	CCOc1ccc2oc(C(=O)OCC(=O)N3C(C)CCCC3C)c(C)c2c1 (stereo unspecified)	22.3%	-7.6%	5.3	-8.1%	-12.5%	-8.4%
5	Cc1ccc(NC(=O)Nc2ccc(F)cc2F)c(OC(F)F)c1	-4.0%	1.2%	6.7	4.8%	3.6%	-0.1%
6	O=C(/C=C/c1ccc(Cl)cc1)NC1CCS(=O)(=O)C1 (stereo unspecified)	5.6%	-22.7%	2.4	-21.6%	11.4%	9.0%
7	CS(=O)(=O)Nc1cccc(C2=NN(S(C)(=O)=O)C(c3ccc4c(c3)OCO4)C2)c1 (stereo unspecified)	u	-45.8%[inhibitor]	-6.8	27.0%	-3.7%	4.1%
8	CCCc1c(NC(=O)Nc2ccc(Cl)cc2Cl)cnn1-c1ccccc1	9.6%	32.1%	4.3	27.4%	-0.3%	1.6%
9	COc1ccc2nc(NC(C)=O)sc2c1	u	21.9%	-0.5	28.8%	34.3%	-2.0%
10	Cc1[nH][nH]c(=O)c1[C@@H](c1ccccc1[N+](=O)[O-])C(C#N)C#N	4.8%	-33.6%	x	-18.6%	-3.1%	1.9%

No.	uPA surface inh	TSG101-PTAP inh	ELG1 genotoxic	ASM inhibitor	B2AR arrestin
1	2.7%	-0.3%	-10.8%	-3.9%	-0.1%
2	-2.3%	0.1%	-6.4%	4.8%	-0.7%
3	1.2%	-6.5%	2.7%	1.1%	-0.1%
4	8.5%	-9.0%	-13.2%	-0.3%	-0.1%
5	7.9%	0.1%	u	-1.3%	0.0%
6	-2.7%	-9.9%	-8.8%	4.6%	-0.3%
7	-9.8%	-5.8%	13.8%	1.7%	-0.1%
8	-6.6%	-0.5%	1.4%	0.9%	0.0%
9	-5.7%	-5.4%	u	-1.2%	0.0%
10	-18.5%	-0.4%	1.1%	25.5%	-0.6%

Further records follow.
No.	Molecule	p53 reactivator	a7 integrin act	TRPV1 agonist	BRCA1 expr act	Eya2 phos inh	USP2a inh
11	CC(C)NC(=O)c1ccc(COCC(F)(F)F)cc1	-2.1%	31.5%	18.0	12.8%	-12.1%	-0.3%
12	Cc1cc(C)c(S(=O)(=O)N2CCN(C(=O)c3cc(=O)[nH]c4ccccc34)CC2)c(C)c1	-3.5%	18.8%	-2.2	-14.7%	1.3%	0.9%
13	COc1ccc(C(C)(C)C)cc1NC(=O)CCN1C(=O)NC(C)(C)C1=O	-0.8%	19.5%	x	-5.1%	9.8%	5.6%
14	CSCCC(NS(=O)(=O)c1ccc(C)cc1)C(=O)NC1CCCCCC1 (stereo unspecified)	-3.2%	15.2%	0.6	-20.6%	25.3%	0.0%
15	Cc1ccc(C)c(NC(=O)CCN2CCc3ccccc3C2)c1	-2.7%	-3.9%	24.1	-2.6%	4.2%	-5.9%
16	Cc1nccn1C[C@@H]1CCc2c(c3ccccc3n2C)C1=O	x	x	-1.1	-4.6%	3.1%	0.2%
17	Cc1ccc(OC(=O)c2ccc(C)c(C)c2)cn1	0.9%	-17.0%	u	2.7%	-2.2%	1.8%
18	NCCCCCC(=O)Nc1ccncc1	-5.3%	-21.1%	-2.1	-6.6%	-6.1%	-4.0%

No.	uPA surface inh	TSG101-PTAP inh	ELG1 genotoxic	ASM inhibitor	B2AR arrestin
11	0.9%	-5.8%	-7.7%	-0.4%	0.1%
12	3.8%	-12.5%	-3.9%	-8.1%	-0.4%
13	-5.0%	-4.1%	0.8%	4.4%	-0.1%
14	14.2%	0.6%	2.5%	1.6%	-0.3%
15	-2.2%	-0.5%	-5.9%	1.9%	0.4%
16	1.6%	1.9%	1.0%	2.9%	0.1%
17	6.3%	-2.6%	1.1%	1.9%	-0.3%
18	1.9%	-5.3%	0.3%	0.4%	-1.3%

Filtered by structure, those above with sulfur
No.	Molecule	p53 reactivator	a7 integrin act	TRPV1 agonist	BRCA1 expr act	Eya2 phos inh	USP2a inh
1	Nn1cc(-c2ccccc2)nc1SCC(=O)N1CCN(S(=O)(=O)c2ccc3ccccc3c2)CC1	5.4%	-30.2%	-2.1	-47.8%	0.1%	4.1%
2	CC(C)CC(NS(=O)(=O)c1ccc2c(c1)oc(=O)n2C)C(=O)NCc1cccnc1 (stereo unspecified)	4.9%	-6.9%	-1.6	3.0%	-2.8%	-4.1%
6	O=C(/C=C/c1ccc(Cl)cc1)NC1CCS(=O)(=O)C1 (stereo unspecified)	5.6%	-22.7%	2.4	-21.6%	11.4%	9.0%
7	CS(=O)(=O)Nc1cccc(C2=NN(S(C)(=O)=O)C(c3ccc4c(c3)OCO4)C2)c1 (stereo unspecified)	u	-45.8%[inhibitor]	-6.8	27.0%	-3.7%	4.1%
9	COc1ccc2nc(NC(C)=O)sc2c1	u	21.9%	-0.5	28.8%	34.3%	-2.0%
12	Cc1cc(C)c(S(=O)(=O)N2CCN(C(=O)c3cc(=O)[nH]c4ccccc34)CC2)c(C)c1	-3.5%	18.8%	-2.2	-14.7%	1.3%	0.9%
14	CSCCC(NS(=O)(=O)c1ccc(C)cc1)C(=O)NC1CCCCCC1 (stereo unspecified)	-3.2%	15.2%	0.6	-20.6%	25.3%	0.0%

No.	uPA surface inh	TSG101-PTAP inh	ELG1 genotoxic	ASM inhibitor	B2AR arrestin
1	2.7%	-0.3%	-10.8%	-3.9%	-0.1%
2	-2.3%	0.1%	-6.4%	4.8%	-0.7%
6	-2.7%	-9.9%	-8.8%	4.6%	-0.3%
7	-9.8%	-5.8%	13.8%	1.7%	-0.1%
9	-5.7%	-5.4%	u	-1.2%	0.0%
12	3.8%	-12.5%	-3.9%	-8.1%	-0.4%
14	14.2%	0.6%	2.5%	1.6%	-0.3%
